Compound activity: PubChem, several laboratories
Rab2A wt mod = changes GTP binding to wildtype dog Rab2A, up or down; GST-Rab2 wt beads, Bodipy-GTP binding, flow cytometry; GTP binding activity, % at 10 µM; hit rate 0.19% among 190,000; AID 760;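 active = GTP binding activity at least 20 points away from 100%, either lowered or raised; inconclusive = signal likely due to the compound's own green fluorescence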;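 note: 0% = beads with excess unlabeled GTP and 100% = no-compound control corrected for plate trend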
HRas wt GTP = human HRas wildtype GTP binding, change in either direction | GTP binding activity, % at 10 µM | AID 759 | hit rate 0.14% among 190,000 | GST-Ras wt beads, Bodipy-FL-GTP binding, flow cytometry; actives lie on both sides;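 active = GTP binding activity at least 20% away from the 100% baseline, either lowered as inhibitor or raised as activator; inconclusive = flagged as likely green fluorescent, judged across all proteins in the well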;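 note: 0% = unlabeled GTP competition control and 100% = no-compound control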
Target sequence (P01112 whole entry, looked up): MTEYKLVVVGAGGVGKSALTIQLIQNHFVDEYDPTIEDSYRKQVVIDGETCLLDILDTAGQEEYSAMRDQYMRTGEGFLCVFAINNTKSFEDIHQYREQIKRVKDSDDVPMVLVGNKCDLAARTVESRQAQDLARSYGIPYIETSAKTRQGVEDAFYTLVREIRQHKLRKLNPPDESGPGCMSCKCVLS
Bim-Mcl-1 = disrupts Bim peptide binding to human Mcl-1. AID 1009. inhibition, % at 10 µM. hit rate 0.1% among 190,000. Bead-based flow cytometry, Bim peptide-Mcl-1 binding; in the data active = inhibition above about 40%;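 note: 0% = no compound tracer wells and 100% = peptide blocker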
Target sequence (Q07820 whole entry, looked up): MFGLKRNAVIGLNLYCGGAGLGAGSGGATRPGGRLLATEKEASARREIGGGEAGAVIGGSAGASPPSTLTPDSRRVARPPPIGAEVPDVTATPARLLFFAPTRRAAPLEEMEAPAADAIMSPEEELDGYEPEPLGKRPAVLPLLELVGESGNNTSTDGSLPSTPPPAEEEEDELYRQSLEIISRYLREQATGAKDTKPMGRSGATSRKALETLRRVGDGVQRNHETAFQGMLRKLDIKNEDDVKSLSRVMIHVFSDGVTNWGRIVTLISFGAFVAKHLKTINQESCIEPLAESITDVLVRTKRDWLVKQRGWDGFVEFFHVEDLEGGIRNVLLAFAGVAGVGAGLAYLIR
Rac1 wt GTP bind = alters GTP binding to wildtype human Rac1. GST-Rac1 beads, fluorescent GTP binding, flow cytometry; actives lie on both sides; 0 = cold GTP competed, 100 = untreated. GTP binding activity (% of control), % at 10 µM. hit rate 0.27% among 190,000;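 active = GTP binding activity at least 20 points away from the 100% control level, either lower or higher; inconclusive = compound flagged as likely green fluorescent, judged across all proteins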
Rab7 wt GTP bind = alters GTP binding to wildtype dog Rab7 | GST-Rab7 beads, fluorescent GTP binding, flow cytometry; actives lie on both sides; untreated = 100%, excess cold GTP = 0% | GTP binding activity (percent of control), % at 10 µM | hit rate 0.055% among 190,000;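 active = fluorescent GTP binding to Rab7 beads changed by at least 20 points from the 100% baseline, either direction, mostly lower; inconclusive = compound itself probably fluorescent, or too few beads counted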;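 note: median green fluorescence of bound Bodipy-FL-GTP per Rab7 bead population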
Cdc42 wt = human Cdc42 wildtype GTP binding change, either direction. P60953. GST-Cdc42 beads, Bodipy-GTP binding, flow cytometry; actives lie on both sides. percent activity (GTP binding), % at 10 µM. hit rate 0.2% among 190,000. AID 761;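 active = percent activity GTP binding at least 20 points away from the 100% baseline, either down as inhibitor or up as activator; inconclusive = compound flagged as likely green fluorescent from well-wide comparison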;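 note: median bead fluorescence of bound Bodipy-FL-GTP at 100 nM; 0% = excess unlabeled GTP control and 100% = no compound control; below 100% means less GTP binding so inhibitor and above means activator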
Pf gamet viab = kills late stage P. falciparum gametocytes | P. falciparum stage V gametocytes, ATP luminescence, 24 h | inhibition, % at 10.9 µM | hit rate 0.065% among 150,000 | AID 743093;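 active = inhibition above the mean plus 3 SD of compounds within the control limits, set per campaign, cut at about 38% in these data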;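 note: 0% = DMSO wells and 100% = medium only without gametocytes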
Mcl1 Bid PPI = Mcl-1/Bid interaction inhibition | hit rate 0.97% among 220,000 | inhibition, % at 21.7 µM | AID 1021 | TR-FRET Mcl-1/Bid-Dy647 peptide binding, 1536-well | Q07820;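 active = compounds that cut the binding signal by more than half at the single screening dose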;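 note: His-tagged Mcl-1 with europium anti-His antibody binding Bid BH3 peptide; 0% = Mcl-1 plus peptide wells and 100% = peptide-only wells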
RGS8-Gao reg = human RGS8-Galphao interaction regulation | multiplexed bead flow cytometry, RGS8-Galphao binding; actives lie on both sides | response (percent of control binding), % at 10 µM | hit rate 0.34% among 220,000 | AID 1423; in the data active = response below about 60% or above about 140%; inactive = in between;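 note: Galphao activated as the GDP aluminium fluoride complex binding bead-coupled RGS8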
Target sequence (P09471 whole entry, looked up): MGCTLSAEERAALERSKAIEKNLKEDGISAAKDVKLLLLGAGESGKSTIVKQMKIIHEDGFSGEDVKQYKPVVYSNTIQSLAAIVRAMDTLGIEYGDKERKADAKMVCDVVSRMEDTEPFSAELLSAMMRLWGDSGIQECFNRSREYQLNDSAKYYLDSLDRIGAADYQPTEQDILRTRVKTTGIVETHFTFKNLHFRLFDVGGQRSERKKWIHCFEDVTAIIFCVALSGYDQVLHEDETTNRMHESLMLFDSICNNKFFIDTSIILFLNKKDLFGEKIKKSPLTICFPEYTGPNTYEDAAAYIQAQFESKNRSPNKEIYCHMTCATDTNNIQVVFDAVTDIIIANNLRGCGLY
Mcl1-Noxa inh = disrupts binding of human Mcl-1 to Noxa peptide; TR-FRET Mcl-1/Noxa peptide binding, 2 h; Q07820; inhibition, % at 21.7 µM; hit rate 1.5% among 220,000;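 active = compounds that cut the protein-peptide binding signal by more than 50% relative to plate controls in a single-dose test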;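 note: His-tagged Mcl-1 with rhodamine Noxa BH3 peptide and terbium anti-His antibody; 0% = Mcl-1 plus Noxa peptide wells and 100% = peptide-only wells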
Rac1 mut GTP = human Rac1 activated mutant GTP binding change; P63000; GST-Rac1 activated beads, fluorescent GTP binding, flow cytometry; actives lie on both sides; 100% means binding = to untreated wells; percent activity (GTP binding), % at 10 µM; hit rate 0.11% among 190,000; AID 764;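 active = GTP binding at least 20 percentage points away from the 100% baseline, in either direction, so actives lie on both sides; inconclusive = Compound likely fluorescent itself, or too few beads counted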
* = called active by the depositor; u = inconclusive; x = no result given.

SMILES	Rab2A wt mod	HRas wt GTP	Bim-Mcl-1	Rac1 wt GTP bind	Rab7 wt GTP bind	Cdc42 wt	Pf gamet viab	Mcl1 Bid PPI	RGS8-Gao reg	Mcl1-Noxa inh	Rac1 mut GTP
CC(C)(C)n1nnnc1CN1CCN(C(c2ccccc2)c2ccccc2)CC1	99	101	-3	105	103	101	1	1	102	-8	97
Cn1c(-c2cccc([N+](=O)[O-])c2)[n+](C)c2ccccc21	96	94	-4	99	96	99	x	-25	102	18	96
CCOc1cc(/C=C/c2cc(C(=O)O)c3ccccc3n2)ccc1OC	93	94	-1	92	100	94	12	17	107	30	96
CCN(CC)C(=O)Oc1cc(=O)n(C)c2ccccc12	100	101	-2	101	100	103	11	-30	102	4	101
O=C(CCc1nnc(CCCCc2ccccc2)o1)N(CCO)Cc1ccccc1	98	98	-2	93	103	93	-4	-5	110	21	94
CCC(=O)Nc1nc(C)c(-c2csc(Nc3ccc(S(=O)(=O)Nc4cc(C)on4)cc3)n2)s1	97	97	1	100	96	99	x	-4	97	10	97
COC(=O)c1ccc(N(CC(=O)NC2CCCC2)C(=O)CNC(=O)c2ccco2)cc1	100	102	0	105	100	103	-2	-35	104	-3	103
N=c1c2c(n(Cc3ccc(Cl)cc3)c3c1CCC3)CCC2	99	102	-1	106	101	103	x	-31	98	-9	103
CCSc1ccccc1C(=O)NCCc1ccccc1	99	101	0	98	94	103	-2	-31	95	1	98
C=CCn1c(O)c(C(CC)=Nc2ccccc2NC(=O)CC)c(=O)[nH]c1=O	101	99	0	103	100	100	-1	-9	94	1	99
COC(=O)c1nc(Cl)c(Cl)c(N)c1Cl	99	99	0	99	104	96	x	-20	101	9	96
COc1ccc(CNC(=O)C(c2ccco2)N(C(=O)CNS(=O)(=O)c2ccccc2)c2ccccc2C)cc1 (stereo unspecified)	97	98	-3	103	97	100	1	-2	101	19	97
COC(=O)N/N=C/c1cc(Br)ccc1O	u	u	-3	u	u	u	-12	-57	99	8	u
CC(Nc1nc(N2CCCC2)nc2ccccc12)c1ccccc1 (stereo unspecified)	102	101	0	106	102	101	x	19	100	17	101
Cc1sc2ncnc(N(C)Cc3cccs3)c2c1C	92	94	1	93	94	91	-7	-17	107	2	94
O=c1c2ccccc2nc(-c2ccco2)n1CCCn1ccnc1	97	99	0	103	100	100	-3	-23	101	-10	98
CCCS(=O)(=O)N1CCC(C(=O)NCCCOC(C)C)CC1	98	99	-1	104	98	102	x	3	102	-13	97
CCOc1cccc(Nc2cc3n(c(=O)n2)CCc2cc(OC)c(OC)cc2-3)c1	84	85	5	78*	92	83	6	-7	98	18	87
COc1ccc(S(=O)(=O)N(CC(=O)NCCCN(C)C)c2ccc(C)cc2)cc1OC	101	101	-1	106	104	102	x	-2	98	10	98
Cc1cc(NC(=O)CSc2cn(C)c3ccccc23)no1	101	102	2	101	103	102	x	-23	99	-5	98
C#CCOCCOCCOCCNc1nc(N2CCN(C(=O)[C@H]([C@@H](C)CC)n3cc([C@@H](N)CC(C)C)nn3)CC2)nc(N2CCN(C(=O)[C@H](Cc3cc4ccccc4[nH]3)n3cc([C@@H](N)Cc4ccc(O)cc4)nn3)CC2)n1	97	98	20	102	98	96	x	3	101	28	100
CC(C)c1ccc2c(c1)C(=O)NC(C)(C)C2	97	99	0	104	100	100	x	-10	94	-3	99
O=C(C(NS(=O)(=O)c1cccc2nsnc12)c1ccccc1)N1CCN(c2ccccc2)CC1 (stereo unspecified)	99	100	0	99	99	99	x	-30	101	-18	97
Cc1cc2cc(CN(Cc3cccs3)C(=S)NCC3CCCO3)c(=O)[nH]c2cc1C (stereo unspecified)	100	99	1	102	97	96	1	-66	97	-23	100
Cc1cc(C)n2nc(S(=O)(=O)NC(C)(C)C)nc2n1	97	98	-2	100	101	95	-4	-20	101	0	95
COc1ccc(-c2cc3nc(C4CCN(C(=O)OC(C)(C)C)CC4)c(C(=O)O)cn3n2)cc1	98	100	-6	102	97	101	x	35	106	21	99
CC1(C)C(CSc2nc3ccccc3[nH]2)C1(Cl)Cl (stereo unspecified)	97	97	-1	98	96	95	3	-6	101	26	97
CC(=O)N1CCN(Cc2nc3cc(NC(=O)NC4CCCCC4)ccc3n2C)CC1	101	101	0	101	106	95	-15	-42	99	18	94
O=C(NC1c2ccccc2-c2ccccc21)N1CCCCC1	101	102	0	104	101	104	x	-24	102	-12	94
CCOc1ccc(N2C(=O)CC(NCCNc3ccc([N+](=O)[O-])cn3)C2=O)cc1 (stereo unspecified)	95	95	1	95	93	92	5	-39	108	-9	95
CC(C)Sc1nc2ccccc2n1CC(=O)O	98	97	-2	96	98	98	16	-33	103	-8	95
c1ccc(CNc2ncnc3c2cnn3-c2ccccc2)cc1	94	96	0	95	93	96	-18	-11	99	4	95
Nc1nc(CSc2nc3ccccc3s2)nc(N2CCCCC2)n1	98	99	0	101	97	100	x	-24	97	6	98
C=C(C)COc1ccc2c(C)c(C)c(=O)oc2c1OCC(=C)C	103	100	0	106	100	100	x	-13	107	29	100
Cc1[nH]n(-c2ccc(Cl)cc2)c(=O)c1C=NC12CN3CN(CN(C3)C1)C2	101	103	1	101	103	101	4	-17	116	31	100
Cc1cc(Cl)ccc1C(=O)C1CCCN(C(=O)c2ccoc2)C1 (stereo unspecified)	97	97	0	98	100	93	10	-7	97	12	94
O=C(Cn1c(=O)oc2ccccc21)N1CCN(c2ccc(N3CCOCC3)nn2)CC1	102	103	-2	107	99	101	x	-38	99	0	99
Brc1ccccc1OCCOCCOc1cccc2cccnc12	97	100	0	101	99	101	23	2	101	20	98
O=C(Nc1ccc2c(c1)nc1n2CCCCC1)c1cc(S(=O)(=O)N2CCOCC2)ccc1Cl	94	95	-5	93	92	95	x	-29	92	-10	95
CC1(C(=O)NC2CCCC2)CCC(=O)N1Cc1ccc2c(c1)OCO2 (stereo unspecified)	99	99	-4	101	95	98	x	-10	97	9	98
CC1=C(C(=O)OCc2ccc3c(c2)OCO3)C(c2ccc(Cl)cc2)NC(=O)N1 (stereo unspecified)	99	98	-3	101	101	101	5	-4	91	23	95
Cc1ccc(Oc2ncnc3sccc23)cc1	98	98	-9	101	102	99	-22	-9	101	0	98
Cc1cccc(OCCC(=O)OCC(=O)N2CCc3ccccc32)c1	103	103	0	100	102	104	x	9	103	-13	100
Cc1cc([N+](=O)[O-])nn1CC(=O)N1CCOCC1	100	101	-1	103	104	100	8	-27	99	-11	98
Cc1ccc(NC(=S)Nc2cccc(S(=O)(=O)Nc3c(C)n(C)n(-c4ccccc4)c3=O)c2)cc1	94	94	-3	98	92	97	5	-25	102	4	96
COc1ccc(NC(=S)Nc2ccc3nsnc3c2)cc1	96	95	-3	100	94	99	x	-10	108	6	97
Cc1ccn(C(CC(=O)c2ccc(Br)cc2)C(=O)O)n1 (stereo unspecified)	90	90	0	92	92	90	x	1	104	23	93
CCC(=O)Oc1ccc(C(=O)Nc2ccc3c(c2)OCO3)cc1	95	95	1	95	95	95	1	-17	102	18	93
Cc1c(Br)c(=O)oc2c(Br)c(O)ccc12	91	90	-1	91	100	88	-12	-14	103	16	88
COc1cccc(NC(=O)N2CCCC2C(=O)NCc2ccccc2)c1 (stereo unspecified)	98	96	-2	95	95	97	-10	-7	106	-6	94
COc1ccc(Cl)cc1C(=O)Nc1ccccc1N1CCN(C(=O)C(C)C)CC1	93	95	-5	101	96	97	x	6	100	0	96
O=C1/C(=C\c2ccc(O)c(O)c2)C(c2ccccc2)=NN1c1ccccc1	90	87	1	84	91	86	-10	-34	69	71*	86
CN(C)S(=O)(=O)N1CCN(c2ccc([N+](=O)[O-])c(N3CCCCC3)c2)CC1	97	95	0	94	92	96	x	-31	100	-12	96
OCCC1CN(Cc2cn[nH]c2C2CCCCC2)CCN1C1CCCCC1 (stereo unspecified)	96	100	-2	101	102	98	-1	-5	104	15	96
Cc1cc(-c2nn(-c3ccccc3F)cc2CNCCc2cnccn2)c(C)s1	97	98	0	104	97	101	-3	-56	107	-11	100
O=C1C(=O)N(CCc2c[nH]c3ccccc23)C(c2cccnc2)/C1=C(/O)c1ccccc1 (stereo unspecified)	93	93	1	93	102	90	x	-31	102	9	91
O=C(N/N=C/C(Br)=C/c1ccccc1)c1cccs1	96	94	-3	91	101	92	1	-14	98	12	93
CC(C)(C)c1ccc(C(=O)Nc2ccc(NC(=O)c3ccco3)cc2)cc1	96	95	1	98	97	92	x	15	102	-1	96
Cc1nc(C)c(C(=O)NNS(=O)(=O)c2ccc([N+](=O)[O-])cc2)s1	99	102	0	104	102	102	19	-47	101	14	98
CC(=O)Oc1ccc2ccc(=O)oc2c1	97	96	-1	98	104	96	x	-3	99	1	95
(listing goes on)
SMILES	Rab2A wt mod	HRas wt GTP	Bim-Mcl-1	Rac1 wt GTP bind	Rab7 wt GTP bind	Cdc42 wt	Pf gamet viab	Mcl1 Bid PPI	RGS8-Gao reg	Mcl1-Noxa inh	Rac1 mut GTP
CCOC(=O)C1=C(CN2CCCCCC2)NC(=O)NC1c1ccc2c(c1)OCO2 (stereo unspecified)	96	94	0	97	95	93	x	-24	93	-4	96
COc1ccc(/C=N/S(=O)(=O)CCc2ccccc2)c(OC)c1	102	102	-2	106	105	105	13	7	100	7	101
Cc1cc(C)c(NC(=O)CN2C(=O)NC(CCc3ccccc3)C2=O)c(C)c1 (stereo unspecified)	97	95	0	96	96	97	x	4	101	19	95
CCc1ccccc1Nc1nc2ccccc2n1C(C)C	90	90	-4	100	90	93	x	9	98	14	96
c1ccc(-c2n[nH]c(-c3ccccn3)n2)cc1	102	101	-4	109	103	102	-22	-29	100	-10	101
COc1ccc(CNC(=O)OCCN2CCN(S(=O)(=O)c3ccc(C)cc3)CCC2=O)cc1	105	103	-1	107	102	103	x	4	93	6	99
CCCOc1ccc(-c2cc(C(=O)NCC3CCCO3)c3ccccc3n2)cc1 (stereo unspecified)	100	98	4	102	104	98	2	-28	101	-38	97
COCCn1c(N)c(C(=O)NCC2CCCO2)c2nc3ccccc3nc21 (stereo unspecified)	107	106	0	105	107	105	x	-51	102	11	101
N#CC(C#N)=c1ccc2c(c1)N1C3=C(CCCC3)CC3CCCCC31N=2 (stereo unspecified)	98	98	-3	95	99	97	-13	-33	97	-3	97
Cc1c(NC(=O)CN2CCC(C(N)=O)CC2)cccc1[N+](=O)[O-]	97	95	-3	97	97	95	1	-32	101	14	96
